Bfl-1 Bim block = human Bim-Bfl-1 interaction inhibition. Q16548. Bead-based flow cytometry, Bim-Bfl-1 binding inhibition. inhibition, % at 10 µM. hit rate 0.12% among 190,000. AID 1008;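 further: 0% = wells without compound plus tracer and 100% = blocker peptide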
Bim-Bcl-XL = disrupts Bim peptide binding to human Bcl-XL | Q07817 | bead flow cytometry, fluorescence | inhibition, % at 10 µM | hit rate 0.04% among 190,000
Target sequence (Q07817 whole entry, looked up): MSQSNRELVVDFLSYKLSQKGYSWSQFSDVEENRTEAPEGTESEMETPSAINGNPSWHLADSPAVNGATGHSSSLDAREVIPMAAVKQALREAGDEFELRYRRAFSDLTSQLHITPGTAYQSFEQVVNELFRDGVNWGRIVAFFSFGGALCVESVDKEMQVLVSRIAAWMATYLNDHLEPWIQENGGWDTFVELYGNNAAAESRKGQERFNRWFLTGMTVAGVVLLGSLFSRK
Bim-Bcl-B = disrupts Bim peptide binding to human Bcl-B. Q9HD36. bead-based flow cytometry. inhibition, % at 10 µM. hit rate 0.073% among 190,000. AID 951;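 further: 0% = tracer peptide without compound and 100% = reference inhibitor peptide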
RGS8-Gao = regulators of human RGS8-Galphao interaction | multiplexed bead flow cytometry, RGS8-Galphao binding; actives lie on both sides | hit rate 0.34% among 220,000 | P09471 | response (percent of control binding), % at 10 µM; in the data active means response below about 60% or above about 140%; inactive means in between;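 further: Galphao activated as the GDP aluminium fluoride complex binding bead-coupled RGS8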
Target sequence (P09471 whole entry, looked up): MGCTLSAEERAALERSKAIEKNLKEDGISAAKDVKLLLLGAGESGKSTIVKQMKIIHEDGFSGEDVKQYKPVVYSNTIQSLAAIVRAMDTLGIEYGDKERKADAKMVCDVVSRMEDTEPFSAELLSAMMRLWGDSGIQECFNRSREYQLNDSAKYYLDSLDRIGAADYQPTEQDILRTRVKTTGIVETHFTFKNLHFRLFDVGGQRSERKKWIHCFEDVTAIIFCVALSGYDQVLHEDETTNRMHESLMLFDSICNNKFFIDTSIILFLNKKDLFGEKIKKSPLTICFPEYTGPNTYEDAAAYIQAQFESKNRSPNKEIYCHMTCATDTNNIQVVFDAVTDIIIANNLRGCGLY
RGS7-Gao = modulates binding of RGS7 to human Galphao; P09471; Multiplexed bead flow cytometry; actives lie on both sides; binding response (% of control), % at 10 µM; hit rate 0.35% among 220,000; in the data active means binding response below about 49% or above about 150%; inconclusive means no clear call, values can overlap the other calls; inactive means in between;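 further: fluorescent Galphao held in activated GDP-AlF4 state binding bead-coupled RGS7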
Bcl-W Bim block = human Bim-Bcl-W interaction inhibition; Q92843; bead-based flow cytometry, Bim peptide-Bcl-W binding; inhibition, % at 10 µM; hit rate 0.02% among 190,000; AID 952;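 further: 0% = bound tracer without compound and 100% = peptide blocker; higher means less fluorescent Bim peptide bound to Bcl-W beads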
Target sequence (Q92843 whole entry, looked up): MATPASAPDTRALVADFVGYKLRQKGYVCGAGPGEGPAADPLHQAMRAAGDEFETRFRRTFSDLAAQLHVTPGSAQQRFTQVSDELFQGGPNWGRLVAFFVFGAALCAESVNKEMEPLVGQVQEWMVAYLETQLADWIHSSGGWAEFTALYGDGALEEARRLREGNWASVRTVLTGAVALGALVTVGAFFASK
Mcl-1 Bim block = disrupts Bim peptide binding to human Mcl-1; Q07820; Bead-based flow cytometry, Bim peptide-Mcl-1 binding; inhibition, % at 10 µM; hit rate 0.1% among 190,000; AID 1009;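 further: 0% = no compound tracer wells and 100% = peptide blocker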
Bcl-2 Bim block = human Bim-Bcl-2 interaction inhibition. inhibition, % at 10 µM. AID 950. hit rate 0.06% among 190,000. Bead-based flow cytometry, Bim peptide-Bcl-2 binding; in the data active means inhibition above about 40%; inconclusive means no clear call, values can overlap the other calls;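 further: 0% = no compound wells with probe peptide and 100% = reference peptide inhibitor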
Target sequence (P10415 whole entry, looked up): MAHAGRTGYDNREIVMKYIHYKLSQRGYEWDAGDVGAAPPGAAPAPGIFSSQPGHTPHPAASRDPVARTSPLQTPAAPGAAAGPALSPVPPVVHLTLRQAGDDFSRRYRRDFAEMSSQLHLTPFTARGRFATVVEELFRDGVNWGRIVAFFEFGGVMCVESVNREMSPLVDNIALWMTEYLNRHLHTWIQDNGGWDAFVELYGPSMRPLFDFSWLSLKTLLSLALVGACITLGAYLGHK
Mcl1 Noxa PPI = disrupts binding of human Mcl-1 to Noxa peptide | TR-FRET Mcl-1/Noxa peptide binding, 2 h | inhibition, % at 21.7 µM | hit rate 1.5% among 220,000 | AID 1022;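 active means compounds that cut the protein-peptide binding signal by more than 50% relative to plate controls in a single-dose test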;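 further: His-tagged Mcl-1 with rhodamine Noxa BH3 peptide and terbium anti-His antibody; 0% = Mcl-1 plus Noxa peptide wells and 100% = peptide-only wells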
Mcl1-Bid inh = disrupts binding of human Mcl-1 to Bid peptide. Q07820. TR-FRET Mcl-1/Bid-Dy647 peptide binding, 1536-well. inhibition, % at 21.7 µM. hit rate 0.97% among 220,000. AID 1021;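 active means compounds that cut the binding signal by more than half at the single screening dose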;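 further: His-tagged Mcl-1 with europium anti-His antibody binding Bid BH3 peptide; 0% = Mcl-1 plus peptide wells and 100% = peptide-only wells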
RGS4-Gao reg = modulates binding of RGS4 to human Galphao; P09471; Multiplexed bead flow cytometry; actives lie on both sides; binding response (% of control), % at 10 µM; hit rate 0.33% among 220,000; AID 1415; in the data active means binding response below about 49% or above about 150%; inactive means in between;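 further: fluorescent Galphao activated with aluminum fluoride binding bead-coupled RGS4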
An asterisk follows results filed as active; ? = inconclusive; nt = no result given. Unless noted, no stated cut-off is given here; in the data, active means inhibition above about 40%.

SMILES	Bfl-1 Bim block	Bim-Bcl-XL	Bim-Bcl-B	RGS8-Gao	RGS7-Gao	Bcl-W Bim block	Mcl-1 Bim block	Bcl-2 Bim block	Mcl1 Noxa PPI	Mcl1-Bid inh	RGS4-Gao reg
Cc1cccc(C)c1N(CC(=O)N1CCN(C)CC1)S(C)(=O)=O	2	-2	0	107	103	-3	-1	-4	9	-9	101
COc1ccccc1CNCc1cccc(Oc2ccccc2)c1	-4	-1	0	100	95	1	2	0	28	26	97
CC(C)Cn1c(NCCN(C)C)nc2c1c(=O)[nH]c(=O)n2C	0	0	-2	101	104	-1	0	0	-25	-105	97
O=C(NCCN1CCOCC1)Nc1cccc(Cl)c1	-2	-1	0	99	101	1	-1	0	12	-13	104
O=c1c2sc3nc(N4CCOCC4)c4c(c3c2nnn1Cc1ccccc1)CCCC4	-5	0	14	104	104	5	1	-4	-6	-5	101
Cc1ccc(S(=O)(=O)c2nc(Nc3ccccc3)sc2Cl)cc1	-9	-5	-9	101	104	-2	0	-11	-15	12	102
CCN(CC)CCNC(=O)C12CC3CC(C)(CC(C)(C3)C1)C2	-16	-10	-11	101	102	0	-2	-9	22	-6	103
COc1ccc(NC(=O)/C(=C/c2cccs2)NC(=O)c2ccco2)cc1	nt	nt	nt	98	?	nt	nt	nt	-8	-20	111
CCOCc1c(C(=O)OCC(=O)/C(C#N)=C(\C)N)oc2ccccc12	-1	-2	-4	100	?	-5	-1	0	-4	-33	101
COc1ccc(NC(=S)N2CCC(N(C)CC3CCCO3)CC2)cc1Cl (centres undefined)	-3	-4	-1	100	107	-1	-1	0	10	-59	100
O=C(/C=C/c1cn(CC(O)CN2CCCCC2)c2ccccc12)c1ccccc1 (centres undefined)	nt	nt	nt	101	?	nt	nt	nt	-4	-21	104
O=S(=O)(c1ccc(-c2ccon2)s1)N1CCN(c2ccncc2)CC1	nt	nt	nt	99	?	nt	nt	nt	72*	-14	102
Cc1cccnc1Sc1c([N+](=O)[O-])ncn1C	-15	-2	-8	102	104	-1	-2	-7	3	-23	105
COc1ccc(CCN2C(=O)CSC2=Nc2ccc(C(C)C)cc2)cc1OC	nt	nt	nt	102	?	nt	nt	nt	2	2	108
O=C1c2cccnc2C(Nc2ccccc2Br)N1Cc1ccco1 (centres undefined)	-2	-2	-4	98	99	0	0	1	8	-15	100
COc1ccc2nc(Cl)cc(Cl)c2c1	nt	nt	nt	92	?	nt	nt	nt	-1	-18	90
COc1ccc(C2CC(=O)Nc3sc(=N)c4c(N)c(C#N)c(N)nc4c32)cc1OC (centres undefined)	3	2	3	103	106	2	0	2	0	-48	101
O=C(NNC(=O)c1ccccc1-n1cccc1)c1ccc(Cl)c(Cl)c1	2	0	0	102	105	1	2	1	14	-61	112
O=C(COC(=O)C1CCC(=O)N1)Nc1ccc(Oc2ccccc2)cc1 (centres undefined)	-5	-4	-6	101	102	-1	-2	-1	8	-12	102
O=C(Nc1cccc(F)c1)c1ccc(-c2ccccc2Cl)o1	1	-6	-5	92	93	0	-3	0	-20	6	94
O=C(NCc1ccco1)/C(=C/C=C/c1ccccc1)NC(=O)c1ccco1	-5	-2	-4	100	100	-5	0	-2	-14	-46	98
CC1(C(=O)NCc2ccc(F)cc2)Oc2ccccc2NC1=O (centres undefined)	-7	-4	-1	101	101	-3	0	-4	19	-14	101
Cc1ccc(-n2cccc2/C=C2\C(=N)N3N=C(c4ccco4)SC3=NC2=O)cc1	1	-3	1	87	87	-2	-3	1	94*	79*	86
COc1ccccc1NS(=O)(=O)c1ccc(NC(=O)c2nc3nc(C)cc(C(F)F)n3n2)cc1	-13	-2	-12	99	98	-2	0	-13	-1	-26	96
CC1CCCCC1NC(=O)CSCC(=O)O (centres undefined)	-4	-3	-4	98	99	0	-2	-4	19	-22	98
SMILES	Bfl-1 Bim block	Bim-Bcl-XL	Bim-Bcl-B	RGS8-Gao	RGS7-Gao	Bcl-W Bim block	Mcl-1 Bim block	Bcl-2 Bim block	Mcl1 Noxa PPI	Mcl1-Bid inh	RGS4-Gao reg
CN1C(=O)CC(N2CCC(c3nc4ccccc4[nH]3)CC2)C1=O (centres undefined)	-9	-6	-8	97	100	0	0	-10	4	-19	97
Cc1ncc(CO)c(/C=N/NC(=O)c2cc3c(s2)CCCC3)c1O	-3	0	-3	92	?	0	0	-3	11	-56	88
O=C1c2ccccc2C(O)(c2ccccc2)N1C1CC1 (centres undefined)	nt	nt	nt	104	?	nt	nt	nt	-17	-8	104
Cc1ccc(C)c(NC(=O)CN(C)C(=O)c2nn(C)c(=O)c3ccccc23)c1	-5	-1	-5	101	104	0	-1	-4	13	-23	102
COc1ccc(/C=C/C(=O)NCC(=O)N/N=C/c2ccc(OC)cc2)cc1	-8	-5	-7	102	100	-2	-1	-4	3	-23	100
COc1ccccc1CN1C(=O)C(=O)N(Cc2cccc(C)c2)C1=O	-2	-1	-1	101	102	-2	0	0	6	-25	104
CCSc1nnc(NC(=O)c2ccccn2)s1	-2	1	0	99	96	7	11	-1	-82	-60	99
COc1ccc(N2C(=O)c3ccccc3NC2c2ccc(OC)c(Cn3cc([N+](=O)[O-])cn3)c2)cc1 (centres undefined)	nt	nt	nt	101	?	nt	nt	nt	3	-35	101
O=C(C[n+]1ccc2ccccc2c1)c1ccc(NC(=O)c2ccccc2)cc1	8	-1	-3	102	113	4	0	1	-6	-5	107
O=C(Nc1ccc(Oc2ccccc2)cc1)C1CCN(c2c3c(nc4ncnn24)CCC3)CC1	-17	-1	-9	101	101	0	1	-6	9	-31	100
CCOC(=O)N1CCN(Cc2nc(-c3cccs3)no2)CC1	-2	-3	0	104	98	-1	0	-2	-4	-17	103
O=C(O)c1ccc(N2C(=O)CC(N3CCC(c4nc5ccccc5[nH]4)CC3)C2=O)cc1 (centres undefined)	1	3	2	102	?	4	1	0	16	-27	104
Cc1sc(NC(=O)CSc2ncn(-c3ccccc3)n2)nc1-c1ccccc1	1	-2	0	97	96	0	0	11	20	0	100
CCCCn1c(=O)[nH]c(=O)c2c1nc(-c1cc3c(cc1Br)OCO3)n2C	-4	-18	-5	110	106	-12	-28	-2	-9	-18	108
O=C(/C=C/c1c(F)cccc1Cl)NCc1ccco1	-2	-2	-6	101	105	-2	-4	-4	17	-22	100
CCCCOC(=O)Nc1ccc(N2CCOCC2)cc1	-1	-4	2	102	106	-1	0	1	28	-27	104
COc1ccc(S(=O)(=O)NC(N)=NCCc2ccccc2OC)cc1	-5	0	-1	95	92	-1	0	-3	-9	-1	97
CCCc1nc(SCc2ccccc2Cl)n[nH]1	-9	-1	-23	101	101	4	-61	-8	-10	-28	108
Cc1cccc(NC(=O)Nc2cnccn2)c1	4	-3	1	103	?	-2	-5	-1	10	-7	104
CC(C)N(Cc1ccccc1)C(=S)NC(=O)C1(C)CC1(Cl)Cl (centres undefined)	4	0	-1	90	99	0	4	2	7	-28	100
O=C(Nc1cc2cc([N+](=O)[O-])ccc2oc1=O)c1cccs1	-6	-4	-10	106	103	0	0	0	2	-8	102
COc1ccc(N2C(=O)C3CCCN3C2c2ccc(C)cc2)cc1Cl (centres undefined)	-13	-9	-12	97	94	0	-6	-9	15	-8	96
C/C(=N/Nc1ccc(F)cc1)c1ccc(Cl)s1	1	-4	-6	103	100	0	-3	9	2	-22	100
CC(C)[C@H]1C=C(C(=O)O)O[C@@H](OCc2ccc(CO)cc2)C1	nt	nt	nt	102	?	nt	nt	nt	12	-27	105
CCN(CC)C(=O)N1CCN(C(=O)N2CCOCC2)CC1	-15	0	-3	113	117	2	4	-5	-13	-16	106

One compound at a time, as listed above. Values in the order: Bfl-1 Bim block, Bim-Bcl-XL, Bim-Bcl-B, RGS8-Gao, RGS7-Gao, Bcl-W Bim block, Mcl-1 Bim block, Bcl-2 Bim block, Mcl1 Noxa PPI, Mcl1-Bid inh, RGS4-Gao reg
`COc1ccc(N2C(=O)C3CCCN3C2c2ccc(C)cc2)cc1Cl` (centres undefined) in the list: -13, -9, -12, 97, 94, 0, -6, -9, 15, -8, 96
`Cc1sc(NC(=O)CSc2ncn(-c3ccccc3)n2)nc1-c1ccccc1` in the list: 1, -2, 0, 97, 96, 0, 0, 11, 20, 0, 100
`Cc1ccc(C)c(NC(=O)CN(C)C(=O)c2nn(C)c(=O)c3ccccc23)c1` in the list: -5, -1, -5, 101, 104, 0, -1, -4, 13, -23, 102

The listing continues.
SMILES	Bfl-1 Bim block	Bim-Bcl-XL	Bim-Bcl-B	RGS8-Gao	RGS7-Gao	Bcl-W Bim block	Mcl-1 Bim block	Bcl-2 Bim block	Mcl1 Noxa PPI	Mcl1-Bid inh	RGS4-Gao reg
CCc1ccc2c(c1)/C(=N/N(C)C(=S)NC)C(=O)N2	-14	-13	-12	106	104	-2	-5	-7	23	-1	105
Cc1ccc(CN2CCN(/N=C\C(Br)=C\c3ccccc3)CC2)cc1	2	-2	-3	99	99	0	-1	0	15	-1	98
Cc1c(NC(=O)NCCN2C(=O)C3C4C=CC(C4)C3C2=O)c(=O)n(-c2ccccc2)n1C (centres undefined)	0	0	0	111	112	-1	0	-1	5	-7	113
Cc1ccc(-n2nnnc2SCC(=O)Nc2sc(C)c(C)c2C#N)cc1C	-12	-5	-7	99	98	-3	-3	-13	26	26	101
Cc1ccc([N+](=O)[O-])c(OCC(O)CNC(C)(C)C)c1 (centres undefined)	nt	nt	nt	102	?	nt	nt	nt	-25	-12	98
Cc1cc(C(=O)NNC(=O)c2nn(C)c(=O)c3ccccc23)c(C)o1	-2	-3	-4	99	?	0	-1	-4	7	-41	102
Cc1ccc(CNS(=O)(=O)NCc2ccc(Cl)cc2)cc1	-2	0	0	99	97	0	2	-2	3	-33	96
COc1ccc(S(=O)(=O)N=C2C=C(C)C(=O)C(C)=C2)cc1	25	0	-11	103	98	7	0	5	36	-64	102
O=C(c1ccco1)N1CCN(C(c2cccs2)c2nnnn2C2CCCCC2)CC1 (centres undefined)	-3	-2	0	102	98	1	0	-2	8	10	100
COc1ccccc1OCc1nc(-c2cccc([N+](=O)[O-])c2)no1	-6	0	-3	100	?	1	0	-1	5	-30	101
Cc1cc(C)n2ncc(C(=O)NCc3cccnc3)c2n1	-2	-5	-3	99	102	-2	-4	-3	23	12	102
CCOC(=O)/C(C#N)=C/c1c(OCC)n(CC)c2ccccc12	0	-8	-6	104	99	-7	-6	-2	9	-14	100
COc1ccc(N2CCN(C(c3ccco3)c3sc4nc(C)nn4c3O)CC2)cc1 (centres undefined)	1	-4	-7	99	96	0	0	-2	26	-6	98
COc1ccc(OC)c(-c2cc(C(=O)Nc3cc(C)on3)no2)c1	-8	-3	-7	102	100	-2	2	-5	5	9	102
CC(C)N(C(=O)CSc1nc2ccccc2n1Cc1ccccc1F)C(C)C	-22	-22	-29	97	100	-24	-23	-22	5	12	99
O=C(Nc1cccc(S(=O)(=O)NC2=NCCCCC2)c1)c1cccnc1Cl	nt	nt	nt	109	?	nt	nt	nt	-20	-61	119
COc1cccc(-n2c(SCc3cc(=O)oc4cc(O)c(O)cc34)nc3ccccc3c2=O)c1	-17	-1	-1	99	99	-2	-1	-8	100*	-64	100
O=C(O)COc1ccccc1/C=N/NC(=O)/C(=C\c1ccc2c(c1)OCO2)NC(=O)c1ccccc1	-3	0	0	101	101	1	1	0	14	-14	104
Cc1ccc(C(=O)N/C(=C/c2ccc(Cl)cc2)C(=O)NCC2CCCO2)cc1 (centres undefined)	-8	-10	-8	101	102	-7	-9	-9	2	-7	102
COc1ccc(C)cc1NC(=O)c1ccoc1C	-12	-4	-10	102	98	1	-1	-10	-8	-14	100
COc1ccccc1N=C1SCC(=O)N1c1ccccc1OC	3	-14	-38	99	114	-11	-14	-10	-12	1	105

Compound activity (PubChem BioAssay)
